FUS yeast rescue – suppressors of FUS proteinopathy in yeast. Potency, µM (doses to about 76.6 µM), without a hit: at the highest dose growth rescue (activation), most hits filed as activators. 390,000 tested, 0.24% active. AID 1347120. S. cerevisiae FUS-expressing, growth rescue, OD600, 24 h;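 further: plate controls were DMSO vehicle for no effect and reference control for full effect; nearly all actives have a fitted effect of over 55% in size; some results filed as inactive show a strong effect at the top dose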
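S. cerevisiae expressing FUS from galactose induction served as the toxicity model. Growth after 24hr at 30C, read as absorbance at 600 nm, indicates suppression of toxicity; compounds dosed at several concentrations.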
EPAC1 agonist – activates human EPAC1 exchange factor; Potency, µM (series often up to 154 µM), for inactives: at the top dose activation, hits mostly activators; 360,000 tested, 0.073% active; AID 720707; EPAC1 agonist qHTS, biochemical assay; response scale: 100% = response to 6.5 mM cAMP; O95398; further: nearly all actives have a fitted effect of over 60% in size
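Fluorescent GDP-exchange assay: 100 nM EPAC1 with 250 nM Rap1B preloaded with BODIPY-GDP and 50 uM GDP; compounds tested as concentration series, 5 min at room temperature, then read every 5 min for 30 min (ex 480/em 540 nm); normalized to 6.5 mM cAMP.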
aSyn yeast inh – inhibitors of alpha-synuclein toxicity in yeast; Potency, µM (series often up to 46.1 µM), for the others: at the highest dose growth rescue (activation), hits mostly activators; Yeast expressing alpha-synuclein, growth rescue, BacTiter-Glo, 24 h; AID 652106; 370,000 tested, 0.14% active; further: % of control where 0% means no effect; nearly all actives have a fitted effect of over 65% in size
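Readout is rescue of growth in alpha-synuclein-expressing yeast, so inhibitors of toxicity appear as activators. Growth after 24 hr at 30 deg C in galactose medium is quantified by luminescence.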
PTHR1 agonist – agonists of human PTHR1 parathyroid hormone receptor. 410,000 tested, 0.075% active. Potency, µM (series often up to 115 µM), for inactives: at the top dose activation, usual class: activators. Q03431. HEK293 GP2 PTHR1 cells, GloSensor cAMP luminescence, 1 h; further: nearly all actives have a fitted effect of over 55% in size; some results filed as inactive show a strong effect at the top dose; inactives centre near -15; many of its hits are not listed in these tables
Target sequence (Q03431 whole entry, looked up): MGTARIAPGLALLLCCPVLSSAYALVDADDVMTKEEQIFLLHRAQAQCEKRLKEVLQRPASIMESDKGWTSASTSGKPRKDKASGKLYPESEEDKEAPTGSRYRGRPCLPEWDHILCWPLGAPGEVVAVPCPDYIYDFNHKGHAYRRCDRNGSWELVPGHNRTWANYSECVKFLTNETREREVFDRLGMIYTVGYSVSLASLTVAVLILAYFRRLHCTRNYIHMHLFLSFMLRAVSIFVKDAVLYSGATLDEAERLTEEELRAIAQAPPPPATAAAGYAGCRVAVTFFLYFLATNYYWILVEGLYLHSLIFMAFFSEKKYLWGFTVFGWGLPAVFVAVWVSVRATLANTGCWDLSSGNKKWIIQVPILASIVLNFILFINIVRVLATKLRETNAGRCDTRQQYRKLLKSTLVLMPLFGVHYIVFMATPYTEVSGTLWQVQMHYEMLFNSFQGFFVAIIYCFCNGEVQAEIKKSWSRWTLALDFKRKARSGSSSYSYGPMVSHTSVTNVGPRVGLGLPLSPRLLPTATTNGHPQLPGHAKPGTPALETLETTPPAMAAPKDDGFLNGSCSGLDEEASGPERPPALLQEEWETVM
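HEK-293-derived GP2 cells expressing PTHR1 and a GloSensor cAMP reporter, 3,000/well, plated overnight, given luciferin plus IBMX (each 0.5 mM as added) for 1 h at 37 °C, then compound for 1 h at 37 °C. Luminescence was read after 15 min at room temperature.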
EPAC2 ag – EPAC2 (human) agonism; EPAC2 activation, biochemical qHTS; response scale: 100% = 6.5 mM cAMP response; 360,000 tested, 0.079% active; Potency, µM (top dose mostly 154 µM), for inactives: top-dose activation, most hits filed as activators; Q8WZA2; AID 720711; further: nearly all actives have a fitted effect of over 50% in size
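Compounds were added across a concentration range to EPAC2 (100 nM), RAP1B-BODIPY-GDP (250 nM) and GDP (50 uM). After 5 min at room temperature, fluorescence was recorded at 5-min intervals for 30 min.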
EPAC2 antagonist – EPAC2 (human) antagonism. Potency, µM (series often up to 114 µM), inactives show at the highest dose activity, negative = inhibition, most hits filed as inhibitors. EPAC2 GEF exchange of Rap1B-BODIPY-GDP, fluorescence. 360,000 tested, 0.18% active. AID 720708. Q8WZA2; further: on the % scale 0 is the no-effect control and ±100 the full control effect; nearly all actives have a fitted effect of over 45% in size; many of its hits are not listed in these tables
TDP-43 yeast inh – inhibitors of TDP-43 toxicity in yeast | AID 652104 | 410,000 tested, 1.8% active | TDP-43 expressing yeast growth rescue, BacTiter-Glo, 24 h | Potency, µM (doses to about 46.1 µM), for the others: at the highest dose growth rescue (activation), usual class: activators; further: % of control where 0% means no effect; nearly all actives have a fitted effect of over 50% in size
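Cell-based yeast growth screen: TDP-43 expression induced in galactose, inoculum OD600=0.02 after raffinose pregrowth to mid-log. Read-out BacTiter-Glo luminescence at 24 hr, 30 deg C; inhibition of toxicity seen as signal increase.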
EPAC1 antagonist – EPAC1 (human) antagonism; O95398; EPAC1 GEF assay, Rap1b-BODIPY-GDP exchange fluorescence; Potency, µM (doses to about 115 µM), without a hit: at the highest dose activity change, negative = inhibition, actives largely listed as inhibitors; 360,000 tested, 0.14% active; AID 720709;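 further: plate controls were vehicle for no effect and positive control for full effect; nearly all actives have a fitted effect of over 50% in size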
Active calls of the source: *; i = inactive; ? = inconclusive; . = no result given; & = joins results of further samples. The call rests on the fitted dose curve; in most records, active means well fitted curve in the direction sought with a large enough effect; inconclusive means small, poorly fitted or top-dose-only effect, or another doubt; inactive means no such curve, though single readings can be large; an effect the other way counts as inactive or inconclusive. Potency means the concentration at half of the fitted maximal effect. These rows are one share of the data. The share of hits here may be higher or lower than overall.

compound | FUS yeast rescue | EPAC1 agonist | aSyn yeast inh | PTHR1 agonist | EPAC2 ag | EPAC2 antagonist | TDP-43 yeast inh | EPAC1 antagonist
Cc1cccc(C2Nc3ccccc3C(=O)N2NC(=O)c2ccc([N+](=O)[O-])cc2)n1 (centres undefined) | 15% | 13% | 0% | -17% | 6% | 0% | 15% | 5%
O=C(Nc1ccc2c3c(cccc13)CC2)c1ccccc1 | -33% | -1% | 0% | -24% | -5% | -4% | ? | -14%
O=C(O)CCCn1cc(NC(=O)COc2ccccc2F)cn1 | 11%&12% | 4% | 0% | -5%&-21% | 6% | 11% | -8%&16% | 22%
COc1cccc(-c2nc(CS(=O)(=O)CC(=O)N3CCN(C4CCCCC4)CC3)c(C)o2)c1 | -15% | -15% | 9% | i | 0% | 3% | -20% | -2%
O=C(NC1CCCC1)c1cc2c(ccc3ccccc32)o1 | . | 1% | -3% | -30% | 17% | 8% | 11% | -29%
CCCNC(=O)c1cc(C2CCCCN2C(=O)c2ccc(C(C)C)cc2)on1 (centres undefined) | 32% | -4% | -3% | -25% | 7% | ? | 13% | -17%
COc1cc(OC)c(OC)cc1CN1CCCC(C(=O)c2ccccc2SC)C1 (centres undefined) | 4% | -1% | 0% | i | 5% | 7% | 0% | 11%
Cc1nc(SCC(=O)c2cc3ccccc3oc2=O)c(C#N)c(-c2ccccc2)c1C(=O)Nc1ccccc1 | . | -2% | -14% | i | 1% | 7% | 1% | -4%
O=C(NCCOC(=O)c1ccc(Cl)cc1)c1cccnc1 | 9% | -1% | 1% | 6% | 2% | 9% | -6% | 6%
COc1cccc(CN2CCN(CCCc3ccccc3)C(CCO)C2)c1O (centres undefined) | -24% | -11% | 2% | -25% | 0% | 3% | -16% | 11%
COC(=O)CSc1nnc(-c2sc3ccccc3c2Cl)o1 | 7% | -3% | 5% | -28% | 14% | -3% | 10% | -15%
Cc1ccc(NC(=O)c2cc(S(=O)(=O)N3CCCC3)cn2C)cc1 | -22% | -2% | -3% | -10% | 6% | 1% | 3% | 4%
O=C(COC(=O)/C=C/c1ccc(Cl)cc1)Nc1ccc2c(c1)OCCO2 | . | -3% | 0% | i | 11% | 5% | -16% | -1%
Cc1ccc(C(O)c2ncc(-c3ccc4ccccc4c3)[nH]2)c(C)c1 (centres undefined) | 2% | 1% | 10% | -19% | 0% | -5% | 22% | -17%
CNC1=CC(=O)CC(c2ccccc2)C1 (centres undefined) | -23% | -1% | 9% | 19% | 4% | -5% | -3% | ?
CC(C)(O)CC[C@@H](O)[C@](C)(O)C1CC[C@@]2(O)C3=CC(=O)[C@]4(O)C[C@@H](O)[C@@H](O)C[C@]4(C)C3CC[C@]12C (some centres undefined) | -22% | -2% | -6% | ? | -3% | -1% | -12% | 5%
Cn1c(N)c(S(=O)(=O)NCc2ccccc2Cl)c(=O)n(C)c1=O | 14% | -10% | -2% | 20% | 10% | 16% | 0% | -21%
CCc1ccccc1Nc1nc(N)nc(CSCC(=O)Nc2ccc(C)c(C)c2)n1 | 9% | -4% | 8% | -27% | 4% | -20% | 13% | -25%

11 entries from above in another layout.
Below each compound: FUS yeast rescue, EPAC1 agonist, aSyn yeast inh, PTHR1 agonist, EPAC2 ag, EPAC2 antagonist, TDP-43 yeast inh, EPAC1 antagonist
Cc1nc(SCC(=O)c2cc3ccccc3oc2=O)c(C#N)c(-c2ccccc2)c1C(=O)Nc1ccccc1
  ., -2%, -14%, i, 1%, 7%, 1%, -4%
O=C(NCCOC(=O)c1ccc(Cl)cc1)c1cccnc1
  9%, -1%, 1%, 6%, 2%, 9%, -6%, 6%
COc1cccc(CN2CCN(CCCc3ccccc3)C(CCO)C2)c1O (centres undefined)
  -24%, -11%, 2%, -25%, 0%, 3%, -16%, 11%
COC(=O)CSc1nnc(-c2sc3ccccc3c2Cl)o1
  7%, -3%, 5%, -28%, 14%, -3%, 10%, -15%
Cc1ccc(NC(=O)c2cc(S(=O)(=O)N3CCCC3)cn2C)cc1
  -22%, -2%, -3%, -10%, 6%, 1%, 3%, 4%
O=C(COC(=O)/C=C/c1ccc(Cl)cc1)Nc1ccc2c(c1)OCCO2
  ., -3%, 0%, i, 11%, 5%, -16%, -1%
Cc1ccc(C(O)c2ncc(-c3ccc4ccccc4c3)[nH]2)c(C)c1 (centres undefined)
  2%, 1%, 10%, -19%, 0%, -5%, 22%, -17%
CNC1=CC(=O)CC(c2ccccc2)C1 (centres undefined)
  -23%, -1%, 9%, 19%, 4%, -5%, -3%, ?
CC(C)(O)CC[C@@H](O)[C@](C)(O)C1CC[C@@]2(O)C3=CC(=O)[C@]4(O)C[C@@H](O)[C@@H](O)C[C@]4(C)C3CC[C@]12C (some centres undefined)
  -22%, -2%, -6%, ?, -3%, -1%, -12%, 5%
Cn1c(N)c(S(=O)(=O)NCc2ccccc2Cl)c(=O)n(C)c1=O
  14%, -10%, -2%, 20%, 10%, 16%, 0%, -21%
CCc1ccccc1Nc1nc(N)nc(CSCC(=O)Nc2ccc(C)c(C)c2)n1
  9%, -4%, 8%, -27%, 4%, -20%, 13%, -25%

Some of the entries so far, field by field:
> Cc1cccc(C2Nc3ccccc3C(=O)N2NC(=O)c2ccc([N+](=O)[O-])cc2)n1 (centres undefined)
  FUS yeast rescue: 15%
  EPAC1 agonist: 13%
  aSyn yeast inh: 0%
  PTHR1 agonist: -17%
  EPAC2 ag: 6%
  EPAC2 antagonist: 0%
  TDP-43 yeast inh: 15%
  EPAC1 antagonist: 5%

> O=C(Nc1ccc2c3c(cccc13)CC2)c1ccccc1
  FUS yeast rescue: -33%
  EPAC1 agonist: -1%
  aSyn yeast inh: 0%
  PTHR1 agonist: -24%
  EPAC2 ag: -5%
  EPAC2 antagonist: -4%
  TDP-43 yeast inh: ?
  EPAC1 antagonist: -14%

Screens deposited in PubChem by National Center for Advancing Translational Sciences (NCATS).
